# RSV CPE inhibition: RSV antiviral activity via CPE protection, HEp-2 cells, primary 10 µM value included (AID 2391); HEp-2 cells, RSV-induced CPE inhibition; higher % means a stronger effect; one-dose CPE inhibition, % at 10 µM; IC50 in µM for titrated hits; 310,000 tested, 0.13% active; in the data active = a potency from the dose series; inconclusive = CPE inhibition mostly from about 23% at the one dose, without a potency; inactive = the rest, 99 in 100 with CPE inhibition below about 21%; note: strong numbers were not always called active
# NS5 inhibitors: Dengue-2 NS5 methyltransferase inhibitors, primary screen, biochemical, confirmation dose response (AID 588689); Genome polyprotein (Dengue virus type 2 (strain 16681-PDK53)); Dengue-2 NS5 methyltransferase capping enzyme assay, biochemical; higher % means a stronger effect; inhibition, % at 25 µM, or IC50 in µM where a hit was titrated; 340,000 tested, 0.3% active; in the data active = a potency from the dose series; inconclusive = inhibition above about 29% without an active follow-up result
# ER stress rescue: rescue of cells from ER stress-induced death, primary screen, 384-well, CSM14.1, thapsigargin, ATP luminescence (AID 1222); CSM14.1 thapsigargin-induced death rescue, ATP luminescence; higher % means a stronger effect; cellular ATP content (survival), % at 20 µM; hits with a dose series show EC50 in µM; 190,000 tested, under 10 active;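 active = EC50 below 50 µM in the dose-response confirmation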;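 note: death triggered by thapsigargin at about 15 µM added after 2 h compound pretreatment; cell ATP read after overnight thapsigargin exposure of roughly 18 to 22 hours; normalized against plate controls of thapsigargin alone and 5% DMSO vehicle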
# WT yeast gro inh: growth inhibition of WT strain, primary screen, mitochondrial fusion inhibitor project, WT and mutant strains, chemical genetic | mitochondrial fusion phenotypic screen | inhibition, % at 10 µM | 190,000 tested, 2.1% active; in the data active = inhibition above about 58%; tested in S. cerevisiae
# K1F lysis inhibition: inhibition of K1F phage lysis, E. coli UTI89, bacterial capsule biogenesis inhibitors, alamar blue (AID 488966). E. coli UTI89 K1F phage lysis, alamar blue, 2 h; higher % means a stronger effect. inhibition, % at 100 µM; hits with a dose series show IC50 in µM. 340,000 tested, 0.02% active;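 active = phage lysis inhibition, versus mean bacterial control, above a set limit; inconclusive = no clear call, values can overlap the other calls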;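 note: capsule biogenesis inhibitors block K1F phage lysis so surviving cells raise fluorescence; higher fluorescence means more inhibition of phage lysis; actives were called in the ten point dose series up to 300 µM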
# XIAP displacement: XIAP antagonists, biochemical, IAP family, fluorescence polarization (AID 1018); E3 ubiquitin-protein ligase XIAP (Homo sapiens); XIAP BIR domain, fluorescence polarization peptide displacement; higher % means a stronger effect; displacement, % at 20 µM, or IC50 in µM where a hit was titrated; 200,000 tested, 0.007% active; in the data active = displacement above about 50%; note: a part of the inactive calls stands beside numbers as strong as those of hits
# Large T inhibition: SV40 large T antigen inhibitors, biochemical (AID 1903). SV40 large T antigen ATPase/helicase inhibition assay; higher % means a stronger effect. 310,000 tested, 0.39% active. inhibition, % at 20 µM, or IC50 in µM where a hit was titrated; in the data active = a potency from the dose series; inconclusive = inhibition mostly from about 32% at the one dose, without a potency; inactive = the rest, 99 in 100 with inhibition below about 32%; note: strong numbers were not always called active
# West Nile virus CPE: West Nile virus antiviral activity, cell-based, CPE readout (AID 1621); West Nile virus-infected cells, CPE inhibition; higher % means a stronger effect; CPE inhibition, % at 10 µM, or IC50 in µM where a hit was titrated; 290,000 tested, 0.02% active; in the data active = a potency from the dose series; inconclusive = CPE inhibition mostly from about 3.7% at the one dose, without a potency; inactive = the rest, 99 in 100 with CPE inhibition below about 2.2%; note: strong numbers were not always called active
# Yfh1-depleted yeast: enhancers of respiration in Yfh1-depleted yeast, dose response, Friedreich's ataxia, plus single-dose screen (AID 1465). S. cerevisiae Yfh1-off respiration, WST-1 reduction, 72 h; higher fold induction means a stronger effect. fold induction at 50 µM; hits with a dose series show EC50 in µM. 220,000 tested, 0.074% active;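 active = fold induction of absorbance versus untreated yeast above a set limit, then at least 30% activation at any dose in follow-up; inconclusive = repeats straddling the limit, or above it without dose testing; inactive = fold induction below the set limit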;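 note: activators that raise dye reduction in frataxin-depleted yeast; strong numbers were not always called active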
# WT yeast gro inh mutant strain: further read-out of WT yeast gro inh, marked with its call; inhibition, %; mitochondrial fusion phenotypic screen, mutant strain inhibition
# NS5 inhibitors pilot replicate: also measured in NS5 inhibitors; calls as there; inhibition, %; measured here: pilot screen replicate inhibition
# Starred values were filed as active, the others as inactive; i = inactive; ? = inconclusive; . = not tested or not shown; [ ] = remark or other dose. Rows were taken by chance; about 2.2% have a hit in one of these screens.
SMILES,RSV CPE inhibition,NS5 inhibitors,ER stress rescue,WT yeast gro inh,WT yeast gro inh mutant strain,K1F lysis inhibition,XIAP displacement,Large T inhibition,West Nile virus CPE,Yfh1-depleted yeast,others
c1ccc(Cc2nnc3sc(-c4ccc5c(c4)OCCO5)nn23)cc1,1.2%,-2%,-0.5%,32,32,6.8%,-1.7%,8%,0.5%,i,
CCOC(=O)/C=C1\SCC(=O)N1CC(=O)NCCOC,0.2%,0%,11%,-13,17,0.6%,-6.9%,9%,0.1%,i,
O=C(CSc1nncs1)NCc1ccc2c(c1)OCO2,0.1%,-2%,-1.6%,.,.,0.2%,-1.8%,.,1.2%,i,
COc1cc2c(cc1OC)C(C)N(C(=O)c1c(C)noc1C)CC2 (stereo not drawn),.,-9%,.,.,.,-0.6%,.,9%,-0.3%,i,
Cc1ccc(NC(=O)CCNS(=O)(=O)c2cc(Br)cnc2N)c(Cl)c1,0.5%,.,6.4%,1,-15,.,3.3%,16%,0.1%,i,
COC(=O)c1ccc(NC(=O)C2C3C=CC(C3)C2C(=O)O)cc1 (stereo not drawn),-0.5%,-6%,.,.,.,0.2%,.,1%,0.9%,.,
CCOc1ccc2nc(/N=C/c3c(C)[nH]n(-c4ccc(C)cc4)c3=O)sc2c1,6.4%,4%,7.9%,27,33,0.3%,-6.1%,5%,-0.6%,i,
Cc1cc(-c2ccc(Cl)cc2)n2nc(N)nc2n1,9.9%,-5%,0.8%,22,4,0.7%,-15%,9%,0.3%,i,
CCOC(=O)c1cnc(SCC(=O)Nc2cc(OC)cc(OC)c2)nc1N,4.8%,-1%,-0.5%,-12,-12,0.3%,1.9%,-5%,-1.4%,i,
O=C(NNC(=O)C1CC1)c1ccc(-c2ccccc2)cc1,-0.6%,-6%,1.6%,.,.,0.7%,-3.7%,2%,0.3%,i,
Cc1cccc(NC(=O)CCSc2nnc(Cc3ccccc3)o2)c1,2.9%,1%,-3.0%,6,6,0.9%[50 µM],1.3%,6%,-0.9%,i,
Cc1nn(-c2ccccc2)c(Cl)c1/C=C/C(=O)c1ccccc1,7.5%,-10%,-0.2%,57,46,4.8%,-6.5%,9%,-0.1%,i,
O=C(c1cc(NC(=O)C23CC4CC(CC(C4)C2)C3)cc(NC(=O)C23CC4CC(CC(C4)C2)C3)c1)N1CCCCC1,14%,.,2.2%,14,11,.,-7.1%,5%,-0.5%,i,
COc1cccc(NC(=O)CSCc2cc(=O)n3ccsc3n2)c1,1.2%,2%,.,.,.,0.1%,.,28%,0.3%,.,
Cc1ccc(NC(=O)/C(=C\c2cccs2)NC(=O)c2ccccc2)cc1,2.4%,-3%,0.3%,-14,2,2.3%[50 µM],-0.3%,3%,-0.9%,i,
CCn1c(=O)c(C(=O)Nc2ccccn2)c(O)c2ccccc21,2.7%,-4%,-0.3%,13,34,0.8%,-4.4%,6%,-0.1%,i,
COc1ccc(-c2nnnn2C(C)C)cc1S(=O)(=O)Nc1ccccc1,1.7%,-11%,.,.,.,0.9%[50 µM],.,8%,0.1%,i,
O=[N+]([O-])c1ccc(CNc2ccc(Cl)cc2)s1,0.4%,-5%,.,.,.,0.6%,.,2%,-0.3%,.,
COc1cc2c(cc1OC)C(C)N(C(=O)CCc1c[nH]c3ccccc13)CC2 (stereo not drawn),4.1%,-7%,.,.,.,-0.1%,.,-1%,-0.6%,.,
CC1CCN(C(=O)c2ccc(NS(=O)(=O)c3cccc4cccnc34)cc2)CC1,-0.1%,-11%,.,.,.,-0.1%,.,.,-0.6%,.,
CN(C(=O)c1ccc2c(=O)n3c(nc2c1)CCCCC3)c1ccccc1F,1.7%,-1%,.,.,.,0.1%,.,14%,-0.6%,.,
COc1cc(/C=N/Nc2ccccn2)ccc1OCC(C)C,-1.6%,-4%,.,15,31,0.5%,-3.0%,-7%,-1.2%,i,
Cc1ccc(C)c(Cc2c(C)nc3c(C(=O)N4CCOCC4)cnn3c2C)c1,-0.1%,0%,-0.8%,3,4,-0.6%,-5.9%,1%,-0.9%,i,
COc1ccc(NC(=O)C/C(C)=N/NC(=O)C(=O)NC2CCCCC2)c(OC)c1,-0.6%,2%,0.7%,-11,6,-0.1%,-5.3%,20%,-0.6%,i,
CN(C)c1cccc(C(=O)Nc2ccc(N3CCOCC3)cc2)c1,4.1%,9%,-3.0%,-30,-31,-0.6%,-3.9%,4%,-0.4%,i,NS5 inhibitors pilot replicate=-3.0
S=C(Nc1ccc(Cl)cc1)Nc1ccc2c(c1)OCCO2,2.1%,-12%,.,.,.,-0.4%,.,9%,-0.9%,.,
CC1CCCCN1Cc1nc2c(c(=O)n(C)c(=O)n2C)n1Cc1c(F)cccc1Cl (stereo not drawn),-0.6%,2%,0.3%,5,2,-0.2%,-7.8%,4%,-0.1%,i,
C=CCN1C(=O)C(CC(=O)Nc2ccc(OCCC)cc2)N(CCCN2CCN(Cc3ccccc3)CC2)C1=S (stereo not drawn),-4.7%,3%,-0.4%,58,-33,0.7%,-6.5%,-14%,?,i,
Cc1ccc(S(=O)(=O)/N=C(/c2ccccc2)N2CCOCC2)cc1,0.5%,-8%,-1.4%,7,8,0.2%,-4.8%,6%,0.7%,i,
COc1ccc(CNC(=O)N[C@@H](Cc2c[nH]c3ccccc23)C(=O)O)cc1,0.7%,-5%,.,.,.,0.2%,.,12%,-0.6%,.,
CNC(=S)N1CCN(c2c(F)cc3c(=O)c(C(=O)O)cn(C4CC4)c3c2OC)CC1C (stereo not drawn),3.6%,-8%,-3.4%,-13,-3,0.3%,-17%,18%,0.3%,i,
COCCNC(=O)C1CCCN(c2nn3c(=O)cc(C)nc3s2)C1 (stereo not drawn),0.2%,4%,-4.6%,8,8,0.7%,0.7%,19%,0.3%,i,
COC(=O)c1sccc1-c1ccc(C(=O)Nc2ccccc2)o1,?,-5%,-0.5%,0,12,1.0%,-4.0%,2%,-0.2%,i,
CCCn1nc(C(=O)Nc2nnc(CC)s2)c2ccccc2c1=O,2.9%,5%,1.8%,31,7,0.3%,-2.0%,1%,-0.4%,i,
CN(C)CCN1C(=O)c2oc3ccccc3c(=O)c2C1c1cccc(Br)c1 (stereo not drawn),-0.2%,-4%,-2.0%,9,22,1.1%,-6.8%,6%,-0.4%,i,
Cc1ccc2nc(C)cc(C(=O)Nc3nccs3)c2c1,0.5%,-11%,1.5%,12,-7,-0.4%,-1.4%,5%,-0.5%,i,
CSCC[C@@H](CO)NC(=O)c1ccc2nc(C3CCCCC3)oc2c1,0.8%,2%,.,.,.,0.0%,.,23%,-0.8%,.,NS5 inhibitors pilot replicate=-2.1
Cn1ncc2c(N3CCC(Cc4ccccc4)CC3)ncnc21,7.3%,1%,1.7%,21,14,0.1%,-4.5%,11%,-1.3%,i,
COCCN(C(=O)COC(=O)CCCOc1ccccc1)c1c(N)n(Cc2ccccc2)c(=O)[nH]c1=O,2.3%,-2%,.,.,.,1.7%[50 µM],.,10%,.,.,
CCC(CC)C(=O)N1CC(=O)Nc2ccc(Br)cc2C1c1ccccc1 (stereo not drawn),1.3%,1%,-1.3%,4,4,1.3%,-2.0%,1%,-0.2%,i,
Cc1onc(-c2ccccc2Cl)c1C(=O)Nc1ccc(S(=O)(=O)Nc2nccs2)cc1,-2.0%,-4%,-1.7%,-6,-2,-1.0%,-5.0%,-1%,0.3%,i,
COc1ccc(C(CCN(Cc2ccc(OC)c(OC)c2)C(C)=O)C(C)C)cc1 (stereo not drawn),5.6%,-3%,.,.,.,-1.9%[50 µM],.,18%,-1.2%,.,
Cn1c2ccccc2c2cc(C(=O)N3CCOCC3)sc21,0.5%,-5%,5.7%,15,-5,-0.1%,-3.6%,-3%,0.9%,i,NS5 inhibitors pilot replicate=-5.8
Cc1nc(/C=C\C(=O)O)c2cc(C)oc2n1,-1.8%,-9%,-7.6%,-9,5,1.6%,-7.3%,6%,0.5%,i,
COc1ccc(C(=O)N=C2CCC(C#N)=C3c4cc(OC)c(OC)cc4CCN23)cc1,0.8%,-1%,-1.5%,-22,1,2.3%[50 µM],-2.6%,15%,0.3%,i,
C=CC[n+]1ccn(-c2nc3ccccc3nc2[N-]S(=O)(=O)c2cccs2)c1,.,2%,.,.,.,-0.1%,.,22%,0.8%,i,
Cc1ccccc1-n1cc(C(=O)c2cc(Cl)ccc2O)cc(C#N)c1=O,12%,-19%,13%,-17,-1,1.5%,-6.5%,15%,-1.4%,i,
CCC1CCCCN1CCCNC(=O)C1CC(=O)N(CCc2ccccc2)C1 (stereo not drawn),-2.0%,-2%,.,.,.,0.3%,.,.,0.3%,.,
O=C(O)CCC(=O)Nc1ccc(Br)cn1,0.9%,-6%,-0.5%,-5,1,6.5%,-0.7%,-4%,-0.2%,i,
O=C(CC(Nc1cccc(Cl)c1Cl)C(=O)O)c1ccccc1 (stereo not drawn),2.1%,56%,0.1%,-17,1,-0.3%,-0.4%,7%,-0.9%,i,

# Following part
SMILES,RSV CPE inhibition,NS5 inhibitors,ER stress rescue,WT yeast gro inh,WT yeast gro inh mutant strain,K1F lysis inhibition,XIAP displacement,Large T inhibition,West Nile virus CPE,Yfh1-depleted yeast,others
COc1ccc(Oc2cnc3ccccc3n2)cc1,1.4%,-5%,-0.8%,-4,-21,0.3%,-5.8%,-2%,-0.4%,i,
COc1ccc(OC)c(NC(=O)CCN2CCC(C)CC2)c1,-0.3%,-2%,.,-7,-13,-0.1%,-3.1%,-4%,-0.1%,i,
O=C(CC1C(=O)NCCN1Cc1cccc(F)c1)NCCCCCN1CCOCC1 (stereo not drawn),0.9%,-4%,.,.,.,0.0%,.,10%,-0.1%,.,
COc1ccc(S(=O)(=O)NCc2cccnc2)cc1Br,1.1%,-13%,.,.,.,0.5%,.,9%,-1.9%,.,

# Gathered by group, the entries above containing two or more sulfur atoms.
SMILES,RSV CPE inhibition,NS5 inhibitors,ER stress rescue,WT yeast gro inh,WT yeast gro inh mutant strain,K1F lysis inhibition,XIAP displacement,Large T inhibition,West Nile virus CPE,Yfh1-depleted yeast,others
O=C(CSc1nncs1)NCc1ccc2c(c1)OCO2,0.1%,-2%,-1.6%,.,.,0.2%,-1.8%,.,1.2%,i,
COc1cccc(NC(=O)CSCc2cc(=O)n3ccsc3n2)c1,1.2%,2%,.,.,.,0.1%,.,28%,0.3%,.,
Cc1onc(-c2ccccc2Cl)c1C(=O)Nc1ccc(S(=O)(=O)Nc2nccs2)cc1,-2.0%,-4%,-1.7%,-6,-2,-1.0%,-5.0%,-1%,0.3%,i,
C=CC[n+]1ccn(-c2nc3ccccc3nc2[N-]S(=O)(=O)c2cccs2)c1,.,2%,.,.,.,-0.1%,.,22%,0.8%,i,

# Bioassay records as filed in PubChem.
